Assay outcomes from PubChem.
Fh CTSL1 inh – Fasciola hepatica cathepsin L1 inhibitors, primary screen, counter-screen for PFM18AAP inhibitor project, biochemical, QFRET, fluorogenic peptide substrate | recombinant F. hepatica cathepsin L1, Z-Leu-Arg-MCA fluorescence | inhibition, % at 5.96 µM | 300,000 compounds, 0.49% hits | AID 1906, 2009;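 active = inhibition above the mean of all tested compounds plus 3 SD, set per screening campaign, cut at about 17% in these data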;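 note: 0% = plate median of test compound wells and 100% = 1 µM Z-Phe-Ala-diazomethylketone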
PAFAH2 inh – PAFAH2 enzyme inhibitors, primary screen, biochemical, fluorescence polarization, human | Platelet-activating factor acetylhydrolase 2, cytoplasmic (Homo sapiens), Q99487 | recombinant PAFAH2, FP-rhodamine activity probe | inhibition, % at 3.39 µM | 340,000 compounds, 0.99% hits | AID 492956, 2010;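 active = inhibition above the mean over all tested compounds plus 3 SD, cut at about 30% in these data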;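 note: inhibitors block probe labeling of enzyme so polarization drops; 0% = enzyme with DMSO and 100% = wells lacking PAFAH2 protein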
proCasp3 act – activators of human procaspase-3 D3A mutant, primary screen, biochemical, absorbance, PC-3 D3A mutant, single concentration; 330,000 compounds, 0.11% hits; AID 463141, 2010; Caspase-3 (Homo sapiens), P42574; activation, % at 8.5 µM; recombinant procaspase-3 D3A, Ac-DEVD-pNA absorbance 405 nm;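 active = activation above the mean of all tested compounds plus 3 SD, cut at about 21% in these data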;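 note: 0% = DMSO alone and 100% = DMSO wells spiked with extra 5 µM PC-3 D3A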
Target sequence (P42574 whole entry D9A/D28A/D175A): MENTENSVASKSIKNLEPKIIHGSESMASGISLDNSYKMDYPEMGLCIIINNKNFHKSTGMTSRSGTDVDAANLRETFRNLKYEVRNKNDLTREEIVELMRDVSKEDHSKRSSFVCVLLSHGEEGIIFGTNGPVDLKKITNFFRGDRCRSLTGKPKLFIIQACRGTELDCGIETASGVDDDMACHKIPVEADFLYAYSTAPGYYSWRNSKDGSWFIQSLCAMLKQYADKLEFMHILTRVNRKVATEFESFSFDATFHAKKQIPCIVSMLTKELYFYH
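assay system = Procaspase-3 D3A mutant | signal = absorbance at 405 nm, 0 and 120 min | times = 1 h preincubation plus 2 h reaction at 25 °C | repeats = single replicate | read-out = % activation between DMSO and enzyme-spiked controls | medium = Zinc-free HEPES saline buffer with Triton X-100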
core dimer inh – inhibitors of HCV core protein dimerization, primary screen, biochemical, TR-FRET, high-throughput; AID 1899, 2009; TR-FRET GST/Flag-core106 dimerization, 1536-well; inhibition, % at 5 µM; 300,000 compounds, 0.33% hits;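 active = inhibition above the mean of all tested compounds plus 3 SD, set per screening campaign, cut at about 45% in these data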
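Assay system – GST-tagged and Flag-tagged HCV core protein residues 1-106 · Quantity – core106 proteins, GST 13.5 nM and Flag 17 nM · Benchmarks – unlabelled core106 and no-GST-core106 wells · Read-out basis – percent inhibition of core106 dimerization signal · Detection – time-resolved FRET, ex 340 nm, em 617 and 671 nm · Schedule – 4 h at 22.5 °C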
AHR activator – AHR activators, primary screen, cell-based, luminescence, luciferase reporter, human; Aryl hydrocarbon receptor (Homo sapiens), P35869; AHR-responsive luciferase reporter cells; activation, % at 5 µM; 320,000 compounds, 2.5% hits; in the data active = activation above about 47%;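 note: 0% = vehicle wells and 100% = reference agonist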
procasp7 counter – procaspase-7 activators, primary screen, counter-screen for procaspase-3 activator project, biochemical, absorbance, HTS, human | AID 463210, 2010 | activation, % at 8.5 µM | recombinant procaspase-7, Ac-DEVD-pNA absorbance 405 nm; D23A/D198A/D206A triple mutant, cannot self-cleave; scale: DMSO 0, 5 µM enzyme 100 | Caspase-7 (Homo sapiens), P55210 | 330,000 compounds, 0.093% hits;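 active = percent activation above the screen-wide mean plus 3 SD, cut at about 25% in these data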
Target sequence (P55210 whole entry D23A/D198A/D206A): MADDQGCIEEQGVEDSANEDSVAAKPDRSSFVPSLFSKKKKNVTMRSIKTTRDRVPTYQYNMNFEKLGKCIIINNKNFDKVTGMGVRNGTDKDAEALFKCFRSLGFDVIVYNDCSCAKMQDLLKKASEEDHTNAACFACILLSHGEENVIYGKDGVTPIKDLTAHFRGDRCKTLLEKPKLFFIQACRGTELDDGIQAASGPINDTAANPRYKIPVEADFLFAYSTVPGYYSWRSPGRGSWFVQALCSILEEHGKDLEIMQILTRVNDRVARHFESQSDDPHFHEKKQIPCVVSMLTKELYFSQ
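System: Uncleavable procaspase-7 mutant enzyme; Amount: 2 µM procaspase-7 mutant as dispensed; Schedule: 1 h compound preincubation, 2 h substrate cleavage, 25 °C; Measured by: 405 nm absorbance of p-nitroaniline; Evaluation: percent activation from buffer-corrected 0–120 min absorbance change; Control set: low DMSO alone, high DMSO plus 5 µM PC-7.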
PP5 inh – PP5 phosphatase inhibitors, primary screen, biochemical, fluorescence. inhibition, % at 6.7 µM. AID 1987, 2009. 320,000 compounds, 0.18% hits. purified PP5c, OMFP substrate fluorescence. Serine/threonine-protein phosphatase 5 (Homo sapiens), P53041;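 active = inhibition above the campaign's mean inhibition across all tested compounds plus 3 SD, cut at about 9.5% in these data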;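 note: 0% = DMSO only and 100% = 100 µM cantharidin control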
TPT1 inhibitor – Candida albicans TPT1 enzyme inhibitors, primary screen, biochemical, fluorescence polarization; tRNA 2'-phosphotransferase TPT1 (Candida albicans SC5314); recombinant caTPT1, FP RNA substrate dephosphorylation; inhibition, % at 5 µM; 300,000 compounds, 0.81% hits; AID 1962, 2009;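 active = inhibition above the mean of all tested compounds plus 3 SD, set per screening campaign, cut at about 24% in these data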;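 note: plate controls were DMSO alone for no effect and ferristatin control at 100 nM for full effect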
PP1 inh – PP1-alpha phosphatase inhibitors, primary screen, counter-screen for PP5 inhibitor project, biochemical, fluorescence, OMFP substrate, single point; inhibition, % at 6.7 µM; purified PP1alpha; Serine/threonine-protein phosphatase PP1-alpha catalytic subunit (Homo sapiens), P62136; 320,000 compounds, 0.9% hits;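 active = inhibition above the mean inhibition of all tested compounds plus 3 SD, computed separately for each screening campaign, cut at about 15% in these data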
Target sequence (P62136 whole entry, looked up): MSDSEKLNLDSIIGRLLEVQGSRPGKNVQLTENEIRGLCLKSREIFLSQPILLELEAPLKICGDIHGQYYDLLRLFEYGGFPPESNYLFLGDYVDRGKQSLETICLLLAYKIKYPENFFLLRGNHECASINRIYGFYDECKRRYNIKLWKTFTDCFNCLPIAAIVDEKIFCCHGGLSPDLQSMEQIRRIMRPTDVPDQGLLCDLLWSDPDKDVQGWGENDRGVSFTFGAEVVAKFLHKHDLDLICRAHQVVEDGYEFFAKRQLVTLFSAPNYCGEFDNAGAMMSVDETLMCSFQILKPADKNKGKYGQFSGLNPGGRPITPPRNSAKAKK
Active calls of the source: *; x = no result given.

SMILES | Fh CTSL1 inh | PAFAH2 inh | proCasp3 act | core dimer inh | AHR activator | procasp7 counter | PP5 inh | TPT1 inhibitor | PP1 inh
COC(=O)c1ccc(COC(=O)c2cccnc2Cl)cc1 | -1 | -10 | 11 | 8 | -1 | 16 | 2.7 | -2 | 2
CN(C)CCNC(=O)c1ccc(Cl)s1 | -3 | 5 | -5 | -1 | 2 | 7 | 1.9 | 3 | -2
CSCCC(NS(=O)(=O)c1cc(C(=O)O)ccc1Cl)C(=O)O (stereo unspecified) | -2 | -3 | 1 | -1 | -1 | 6 | -4.1 | -2 | -2
COc1ccc(N=Cc2nc(-c3ccccc3)oc2OC(C)=O)cc1 | 20* | 3 | 3 | 3 | 0 | 1 | -1.7 | 1 | -1
Cc1cc(NC(=O)CCC(=O)N(CC(=O)NC2CCCC2)Cc2cccs2)no1 | 3 | -2 | 4 | -14 | 2 | 3 | 2.7 | 0 | 1
CC(=O)NNC(=O)N1Cc2ccccc2Oc2ccc(Cl)cc21 | -5 | 13 | -3 | 4 | -3 | -7 | 1.4 | -3 | 0
COC(=O)c1cccc(NC(=O)Cc2ccccc2[N+](=O)[O-])c1C | -2 | 2 | 1 | 5 | 6 | -5 | 0.3 | -1 | 0
COc1ccc(N2CCN(CCCNC(=O)CN3C(=O)COc4ccccc43)CC2)cc1 | 11 | 0 | -2 | -11 | 4 | 1 | -0.1 | 1 | 3
CCCn1c(SCC(=O)N(C2CCCCC2)C2CCS(=O)(=O)C2)n[nH]c1=O (stereo unspecified) | x | -2 | 0 | x | 0 | -10 | -0.6 | x | -4
CCCCCC(=O)NC(=S)Nc1cccc(-c2nc3ncccc3o2)c1 | -3 | x | 1 | 5 | -4 | 11 | -0.3 | 2 | -4

Pulled one by one from above, 2 records:
SMILES | Fh CTSL1 inh | PAFAH2 inh | proCasp3 act | core dimer inh | AHR activator | procasp7 counter | PP5 inh | TPT1 inhibitor | PP1 inh
COC(=O)c1cccc(NC(=O)Cc2ccccc2[N+](=O)[O-])c1C | -2 | 2 | 1 | 5 | 6 | -5 | 0.3 | -1 | 0
Cc1cc(NC(=O)CCC(=O)N(CC(=O)NC2CCCC2)Cc2cccs2)no1 | 3 | -2 | 4 | -14 | 2 | 3 | 2.7 | 0 | 1

(list continues)
SMILES | Fh CTSL1 inh | PAFAH2 inh | proCasp3 act | core dimer inh | AHR activator | procasp7 counter | PP5 inh | TPT1 inhibitor | PP1 inh
O=C(/C=C/c1ccccc1)NCCS(=O)(=O)N1CCN(c2ccccc2F)CC1 | -1 | -5 | -8 | -3 | 4 | 3 | -0.5 | 5 | -4
O=C(NS(=O)(=O)N1CCCC1)C1=C(N2CCCC2)COC1=O | x | -5 | 8 | x | -1 | -3 | 0.9 | x | -2
O=C(COC(=O)c1cccc(OC(F)F)c1)Nc1cccc(S(=O)(=O)N2CCCC2)c1 | x | 26 | 2 | x | 0 | 1 | x | x | x
Cc1oc(C)c(C(N)=O)c1C(N)=O | -4 | 3 | -5 | -1 | -2 | -1 | -0.2 | -5 | -4
CC(C)C[C@H](NC(=O)c1[nH]cnc1C(=O)N[C@@H](C)C(=O)OCc1ccccc1)C(=O)OC(C)(C)C | 5 | -4 | 6 | 4 | 2 | -4 | 8.3 | -7 | 7
Cn1c(=O)c2c(nc(N3CCOCC3)n2C/C=C/c2ccccc2)n(C)c1=O | -1 | x | -11 | 0 | -1 | 10 | -0.3 | -1 | -2
CC(NCCc1ccc(O)cc1)C(O)c1ccc(O)cc1 (stereo unspecified) | 0 | -3 | 9 | -3 | -2 | 5 | -1.6 | 6 | 5
COc1ccccc1/C=N/NC(=O)c1nnn(-c2nonc2N)c1-c1cccs1 | 0 | -3 | 9 | -4 | 13 | -4 | 5.7 | 2 | 0
CCOC(=O)c1cnn2c(N)c(C#N)nnc12 | 1 | 4 | 1 | 5 | 0 | 3 | -0.2 | -1 | -3
O=C(NCc1ccc(F)cc1)C1CCCN(C(=O)Nc2ccccc2)C1 (stereo unspecified) | -13 | -5 | -1 | -9 | -1 | 3 | 1.4 | 2 | 3
COCCn1c(SCc2ccc(Cl)cc2)nc2c1c(=O)[nH]c(=O)n2C | 4 | 2 | -5 | 3 | -2 | -3 | 1.8 | 1 | -1
Nc1cc(=O)[nH]c(SCC(=O)Nc2ccc(S(=O)(=O)N3CCCC3)cc2)n1 | x | 1 | 5 | x | 0 | -4 | x | x | x
N=C1/C(=C/c2cccn2Cc2ccc(Cl)cc2)C(=O)N=C2SC=CN12 | 3 | -5 | 8 | 7 | 14 | 2 | 1.1 | -1 | 5
O=C(C[n+]1cccc(C(=O)N/N=C/c2ccc(Br)cc2)c1)c1ccccc1 | x | 0 | -4 | x | 14 | -10 | 2.5 | x | 7
Cc1ccc(OCCn2cc(C#N)c3ccccc32)cc1 | 3 | 2 | 1 | 2 | 4 | 4 | 3.7 | -5 | 3
O=C(CCCNC(=O)c1ccc(Cl)cc1)Nc1ccc(F)c(S(=O)(=O)N2CCOCC2)c1 | x | 2 | -1 | x | 2 | 4 | 0.7 | x | 0
COc1ccccc1CCNC(=O)Cn1ccc2cc(S(=O)(=O)N3CCC(C)CC3)ccc21 | 4 | 7 | 1 | 15 | 1 | 4 | 4.9 | 1 | 3
COc1ccc(C(=O)CCC(=O)Nc2cc(Cl)c(O)c(Cl)c2)cc1 | 3 | 8 | 0 | -8 | 4 | 7 | 2.9 | 6 | 1
O=C(CCC(=O)N1CCOc2ccccc21)NCc1cccnc1 | -1 | 5 | 3 | 1 | 0 | -3 | -0.7 | 3 | 5
CCCc1cnc(N2CCN(C(=O)c3ccccc3)CC2)nc1 | -3 | -4 | 3 | 2 | 0 | 5 | -2.2 | 1 | -3
CC(Oc1ccc(Cl)cc1)C(=O)Nc1ccccc1N1CCOCC1 (stereo unspecified) | x | -3 | -1 | x | 0 | 3 | x | x | x
CCOC(=O)C1=C(C)Nc2ncnn2C1/C=C/c1ccccc1 (stereo unspecified) | 4 | 3 | 6 | -4 | 1 | 8 | 1.3 | 2 | 1
O=C(CP(=O)(CO)CO)c1ccc(Cl)cc1 | 8 | -5 | 6 | 4 | 0 | -2 | -0.8 | -3 | -3
COc1ccccc1NC(=O)CC(=O)c1ccccc1 | 0 | 1 | -2 | -9 | 6 | -6 | 2.3 | 1 | -1
O=C(Nc1ccccc1SCC1CSc2nc3ccccc3c(=O)n21)c1ccccc1 (stereo unspecified) | -1 | 1 | 12 | 1 | 23 | 0 | -0.1 | 0 | -2
CNC(=O)CN1C(=O)CSc2nc(C)cc(C)c21 | -2 | 4 | 6 | -3 | -1 | 4 | 2.4 | -3 | -2
COC(=O)c1ccc(N2CCN(C)CC2)c(NC(=O)COc2ccc(OC)cc2)c1 | -2 | 0 | 2 | -2 | 1 | -2 | 0.8 | 2 | 1
COc1ccc(Cl)c(S(=O)(=O)N2CCCC2)c1 | -4 | -4 | -4 | -6 | -1 | 5 | -2.4 | -6 | 1
COC(=O)c1ccc(CN2CCN(CC(C)C)C(CCO)C2)cc1 (stereo unspecified) | 3 | -7 | 7 | -3 | 2 | -1 | 2.5 | -2 | -4
CCOc1ccccc1NC(=O)c1ccc2nc[nH]c2c1 | 2 | 9 | 9 | -1 | -13 | 6 | 2.4 | 1 | -1
COc1ccc(CN2CCOCC2)cc1Br | -1 | -9 | 7 | -1 | -4 | 7 | 2.3 | -1 | -3
O=C(CCSCCC(=O)NCCN1CCOCC1)NCCN1CCOCC1 | 1 | -8 | -6 | 1 | 0 | 2 | 1.8 | -1 | 0
CCN(CC)C(=O)c1cccc(NC(=O)c2ccc3c(=O)n4c(nc3c2)CCC4)c1 | 1 | -15 | 0 | -1 | -1 | -4 | 0.4 | 0 | -3
CCOC(=O)Cn1nc(-c2ccc(Cl)cc2)ccc1=O | -2 | 3 | 2 | -2 | 3 | -4 | 1.2 | 2 | 3
Cc1cc(C)c2cc(C#N)c(NCCNC(=S)NCCCN3CCOCC3)nc2c1 | 2 | -3 | -5 | 0 | 6 | 5 | -0.8 | 1 | 3
CCN1CCN(CCCNC(=O)C(=O)c2c(C)[nH]c3ccccc23)CC1 | -2 | 2 | 8 | 4 | -1 | 3 | -0.1 | -4 | 0
COc1cccc(-c2c(C(=O)N/N=C/c3ccc(C)o3)nnn2-c2nonc2N)c1 | 3 | -1 | 4 | 1 | -3 | 5 | -0.3 | 2 | -1
COc1cc(/C=C/C(=O)OCC(=O)Nc2c(C)n(C)n(-c3ccccc3)c2=O)ccc1O | 0 | 11 | -6 | -4 | -1 | 0 | -0.8 | -2 | -2
CCOc1ccc(-c2nc(CSc3nnc(N)s3)cs2)cc1OC | 0 | 5 | -7 | 6 | 24 | -4 | 0.7 | -3 | 0
COc1cc(C(=S)N2CCCC2)cc(OC)c1OS(=O)(=O)c1ccc(NC(C)=O)cc1 | -2 | -2 | -4 | -5 | 0 | -7 | 0.6 | -5 | -1
O=C(CSc1nnc(COc2ccc(Cl)cc2)o1)N1CCCC1 | -4 | -17 | 1 | 9 | 3 | 2 | 1.2 | -2 | -1
Cc1ccnc(NS(=O)(=O)c2ccc(NC(=O)c3snnc3C)cc2)n1 | 2 | 4 | 8 | 13 | 0 | 10 | -2.6 | -1 | -5
COc1ccc(NC(=O)c2cn(CCC#N)nc2-c2cccs2)cc1 | 1 | -7 | -15 | -1 | 2 | 9 | 2.6 | -1 | 1
COc1cc(OC)cc(OCC(O)Cn2cnc(-c3ccccc3)c2)c1 (stereo unspecified) | -6 | -7 | 2 | -3 | 3 | -2 | 1.7 | 2 | -4
COc1ccc(-c2c(-c3ccc(O)cc3O)n[nH]c2C(F)(F)F)cc1 | -2 | -9 | -7 | 1 | 11 | 6 | 5.1 | -2 | -5
Cc1cccc(C(=O)NC2CC(C)(C)NC(C)(C)C2)c1 | 0 | 4 | 5 | -4 | 3 | 5 | -0.8 | -1 | -2
COc1ccccc1CNC(=O)c1cc(=O)c2ccccc2o1 | -1 | 4 | -1 | 3 | 8 | 5 | 1.2 | 2 | 6
CN(C)S(=O)(=O)n1cc(/C=C(\NC(=O)c2ccccc2)C(=O)NCCN2CCOCC2)c2ccccc21 | 5 | 10 | 2 | -8 | 2 | 8 | 2.9 | 0 | 1
